Bioassay records (PubChem BioAssay)
Anthrax LF prot = Bacillus anthracis LF protease inhibitors, primary screen, biochemical, multiplex microsphere, MLPCN library; multiplex microsphere protease cleavage assay; Lethal factor (Bacillus anthracis), P15917; 360,000 compounds, 0.12% hits; inhibition, % at 10 µM; AID 588501, 2011; in the data active = inhibition above about 30%; inconclusive = no clear call, values can overlap the other calls; note: plate controls were buffer without enzyme for full effect and enzyme alone for no effect
Target sequence (P15917 whole entry, looked up): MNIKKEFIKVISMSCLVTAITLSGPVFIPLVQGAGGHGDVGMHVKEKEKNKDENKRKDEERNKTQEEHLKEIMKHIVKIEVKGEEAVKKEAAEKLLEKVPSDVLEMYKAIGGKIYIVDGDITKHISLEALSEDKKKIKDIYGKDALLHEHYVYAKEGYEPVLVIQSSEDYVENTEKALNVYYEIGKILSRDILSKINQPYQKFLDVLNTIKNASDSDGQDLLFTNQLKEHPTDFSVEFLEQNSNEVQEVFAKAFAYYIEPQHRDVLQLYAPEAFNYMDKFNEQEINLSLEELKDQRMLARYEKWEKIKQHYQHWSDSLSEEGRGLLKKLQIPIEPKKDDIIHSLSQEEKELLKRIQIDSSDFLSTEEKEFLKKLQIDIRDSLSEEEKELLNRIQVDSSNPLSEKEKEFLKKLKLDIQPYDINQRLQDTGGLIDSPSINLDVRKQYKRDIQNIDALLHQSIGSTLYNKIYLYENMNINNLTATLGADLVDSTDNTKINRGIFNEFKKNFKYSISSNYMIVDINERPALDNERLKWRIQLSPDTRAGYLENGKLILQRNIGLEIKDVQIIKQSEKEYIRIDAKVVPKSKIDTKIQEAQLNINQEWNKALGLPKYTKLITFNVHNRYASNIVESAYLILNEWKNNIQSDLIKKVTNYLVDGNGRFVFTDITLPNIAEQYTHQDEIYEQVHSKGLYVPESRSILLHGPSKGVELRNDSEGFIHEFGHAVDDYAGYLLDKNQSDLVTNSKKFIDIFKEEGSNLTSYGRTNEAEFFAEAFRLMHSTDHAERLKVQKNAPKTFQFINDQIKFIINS
PfHsp40 rescue = rescue of yeast from PfHsp40 toxicity, primary screen, S. cerevisiae, ATP luminescence; S. cerevisiae expressing PfHsp40, growth rescue; growth rescue, % at 12.5 µM; 340,000 compounds, 0.68% hits; in the data active = growth rescue above about 28%, passing the limit was not always enough; inconclusive = no clear call, values can overlap the other calls;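 note: yeast W303a lacking pdr1 and pdr3 grown in galactose medium; growth measured after three days at 30 °C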
TcdB GH inh = TcdB glycohydrolase inhibitors, primary screen, biochemical, single point, plate reader; 350,000 compounds, 0.24% hits; inhibition, % at 9.99 µM; AID 652162, 2013; TcdB glycohydrolase enzymatic assay; in the data active = inhibition above about 10%
3CLpro inhibitor = SARS-CoV 3CLpro protease inhibitors, primary screen, biochemical, quenched FRET. recombinant SARS-CoV 3CLpro, quenched FRET peptide cleavage. inhibition, % at 6 µM. 290,000 compounds, 0.14% hits. AID 1706, 2009; in the data active = inhibition above about 12%
Rv3671c protease = Rv3671c serine protease inhibitors, primary screen, biochemical, fluorescence polarization, M. tuberculosis H37Rv; P9WHR9; 320,000 compounds, 0.048% hits; inhibition, % at 5.96 µM; in the data active = inhibition above about 38%;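 note: extracellular domain of Rv3671c used as enzyme; 0% = enzyme with DMSO and 100% = no enzyme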
MazEF act = activators of E. coli MazEF toxin-antitoxin RNase, primary screen, biochemical, fluorescence, uHTS. FAM/BHQ RNA-DNA oligo cleavage fluorescence, 5 h. activation, % at 20 µM. 350,000 compounds, 0.32% hits; in the data active = activation above about 50%
Y pestis TopoI = Yersinia pestis topoisomerase I inhibitors, primary screen, biochemical, cleavage product accumulation, plate reader, single point | Y. pestis Topo-I cleavage product accumulation | DNA topoisomerase I (Yersinia pestis CO92) | activity, % at 10 µM | 360,000 compounds, 0.064% hits; in the data active = activity above about 50%, passing the limit was not always enough; inconclusive = no clear call, values can overlap the other calls; note: inactives centre near 2
Vc quorum ag = inducers of Vibrio cholerae quorum light production without autoinducers, primary screen, BH1578 luxS cqsA deficient, single point; V. cholerae BH1578 lux reporter, luminescence, 6 h; activation, % at 18.7 µM; 350,000 compounds, 0.16% hits; AID 588436, 2011; in the data active = activation mostly above about 9.7%, no sharp cut-off; inconclusive = no clear call, values can overlap the other calls; inactive = mostly below about 3.7%; note: not every result past the cut was called active; inactives centre near 0; reference of the scale not given here
SSB-PriA inh = inhibitors of Klebsiella pneumoniae PriA binding to SSB C-terminal tail, primary screen, biochemical, AlphaScreen. inhibition, % at 33 µM. AlphaScreen SSBct-PriA binding, biotinylated peptide. 430,000 compounds, 0.6% hits; in the data active = inhibition mostly above about 37%, no sharp cut-off; inactive = mostly below about 20%;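 note: plate controls were negative control peptide for no effect and reference peptide for full effect; strong numbers were not always called active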
VHR inh abs = VHR1 phosphatase inhibitors, primary screen, biochemical, absorbance, uHTS; recombinant VHR phosphatase, pNPP absorbance; 290,000 compounds, 0.52% hits; inhibition, % at 13.3 µM; in the data active = inhibition above about 50%; note: some compounds called inactive have numbers as strong as hits
Target sequence (P51452 whole entry, looked up): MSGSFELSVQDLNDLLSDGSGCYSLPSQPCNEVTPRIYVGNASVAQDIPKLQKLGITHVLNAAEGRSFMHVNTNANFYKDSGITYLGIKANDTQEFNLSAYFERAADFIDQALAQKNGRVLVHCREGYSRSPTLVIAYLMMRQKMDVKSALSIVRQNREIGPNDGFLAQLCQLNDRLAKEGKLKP
* marks the source's active call; other numbers are inactive results; i = inactive; ? = inconclusive; · = not tested or not shown. An excerpt; the hit share may differ from the screen's.

smiles	Anthrax LF prot	PfHsp40 rescue	TcdB GH inh	3CLpro inhibitor	Rv3671c protease	MazEF act	Y pestis TopoI	Vc quorum ag	SSB-PriA inh	VHR inh abs
COc1ccccc1Oc1ccc(S(=O)(=O)NCc2ccccn2)cc1	0.9	1.8	·	-4.0	-2.9	-1.7	13.1	i	-10.1	13.3
Cc1ccc(C)c(NC(=O)CCN2CCc3ccccc3C2)c1	1.9	0.5	1.6	5.6	-1.0	4.0	1.0	-0.2	-7.8	28.8
CCOc1cc(C2Nc3ccccc3C(=O)N2c2ccccc2)ccc1O (centres undefined)	-2.7	1.0	1.6	-0.1	-6.3	-3.6	-3.6	i	-5.8	27.5
CCOC(=O)CSc1nc(C2CC2)cc(-c2ccc(F)cc2)c1C#N	2.6	-0.2	·	1.4	0.9	1.8	4.7	-0.4	-18.2	25.6
COc1ccc(Nc2nnc(SCc3cc([N+](=O)[O-])cc4c3OCOC4)s2)cc1	-0.9	0.2	·	-1.8	-2.1	7.9	3.8	-0.7	2.1	-39.9
Cc1cc(C)cc(NC(=O)N2CCC(c3nc4ccccc4o3)CC2)c1	-1.2	0.1	·	-0.6	-0.5	-2.0	14.0	0.7	-10.2	8.3
Cc1ccc(SCCC(=O)NC(C)(C)C)cc1	-6.2	-0.4	·	1.1	4.4	2.4	3.6	-0.4	-5.1	-0.2
O=C(NCCN1CCOCC1)c1cccc(S(=O)(=O)Nc2ccc(F)cc2)c1	-2.0	0.0	-0.3	·	1.1	-15.9	1.1	0.1	-4.1	·
O=C(NCC(c1cccs1)N1CCOCC1)c1cc([N+](=O)[O-])ccc1Cl (centres undefined)	1.6	1.7	·	-0.3	-10.1	3.9	2.0	-0.3	6.1	-5.4
CCOc1ccc(C(=O)N(Cc2ccc(OC)cc2)Cc2cc3cc(OC)ccc3[nH]c2=O)cc1	0.3	-1.8	·	-4.4	1.1	12.6	2.7	i	-0.7	-24.8
COc1cc(C(=O)Nc2ccc(C(N)=O)cc2)c([N+](=O)[O-])cc1OC	2.9	-0.3	0.3	1.0	-2.1	5.9	3.4	·	-7.7	7.7
COC(=O)C1=C(CS(=O)(=O)c2ccc(OC)cc2)NC(=O)NC1c1ccccc1 (centres undefined)	-1.0	-0.2	-1.1	-4.9	-0.2	2.9	5.6	i	-0.5	12.9

A second format for some results above:
Sequence of screens – Anthrax LF prot | PfHsp40 rescue | TcdB GH inh | 3CLpro inhibitor | Rv3671c protease | MazEF act | Y pestis TopoI | Vc quorum ag | SSB-PriA inh | VHR inh abs
COc1ccc(Nc2nnc(SCc3cc([N+](=O)[O-])cc4c3OCOC4)s2)cc1
→ -0.9 | 0.2 | · | -1.8 | -2.1 | 7.9 | 3.8 | -0.7 | 2.1 | -39.9
Cc1cc(C)cc(NC(=O)N2CCC(c3nc4ccccc4o3)CC2)c1
→ -1.2 | 0.1 | · | -0.6 | -0.5 | -2.0 | 14.0 | 0.7 | -10.2 | 8.3

Later entries
smiles	Anthrax LF prot	PfHsp40 rescue	TcdB GH inh	3CLpro inhibitor	Rv3671c protease	MazEF act	Y pestis TopoI	Vc quorum ag	SSB-PriA inh	VHR inh abs
CC1CN(C(=O)CCC(=O)NCc2ccccn2)c2ccccc2O1 (centres undefined)	-4.6	-0.6	0.0	0.6	7.0	3.7	2.9	-0.3	-2.1	13.4
COc1cccc(CNC(=O)C(=O)NCC2CCCO2)c1 (centres undefined)	-8.9	-0.9	·	0.6	2.5	0.6	-1.1	-0.6	-1.8	4.3
O=C(NCCCO)C(=O)Nc1cc2c3c(c1)CCN3C(=O)CC2	1.0	-0.1	0.7	2.4	-1.8	5.4	-1.6	-0.5	-1.6	14.2
O=C(COC(=O)c1ccc(F)cc1F)Nc1ccc2c(c1)OCO2	-4.7	·	-0.6	·	·	5.7	2.7	-0.2	·	·
NS(=O)(=O)c1ccc(CCNC(=O)/C=C/c2cccc([N+](=O)[O-])c2)cc1	-1.5	2.9	0.4	1.6	-8.8	-1.2	3.3	-0.8	3.5	48.7
COc1ccc(OC)c(NC(=O)CSc2nc(C)cs2)c1	-6.1	0.1	·	1.6	4.7	7.7	-5.8	4.2	-1.8	4.8
O=C1N2CCCc3cccc(c32)C12Nc1ccccc1S2 (centres undefined)	-3.6	-1.1	·	2.5	·	5.6	1.1	-7.4	5.5	28.0
COCc1cc(=O)[nH]c(SCCS(=O)(=O)c2ccc(C)cc2)n1	7.8	0.1	1.3	1.6	0.2	1.3	-0.1	-1.2	-3.5	26.9
COCCCN(C(=O)C1CCCCC1)c1c(N)n(Cc2ccccc2)c(=O)[nH]c1=O	-4.6	-1.3	-3.9	·	-3.1	0.6	7.9	i	-9.6	·
CCSc1nc(C)c(C)c(=O)[nH]1	-4.2	-2.3	0.0	-2.8	·	0.0	-0.3	i	-13.1	27.7
O=C(CCC1CCCC1)NCCS(=O)(=O)N1CCN(c2ccccc2F)CC1	-1.3	1.6	0.5	·	4.6	-3.8	14.1	-1.4	-3.2	·
Cn1c(=O)[nH]c2c(c(C(=O)O)nn2C)c1=O	-4.1	-0.1	5.5	·	·	14.8	3.9	i	-5.3	·

Quoted from the listing.
Entry for NS(=O)(=O)c1ccc(CCNC(=O)/C=C/c2cccc([N+](=O)[O-])c2)cc1 under PfHsp40 rescue: 2.9
Entry for CCSc1nc(C)c(C)c(=O)[nH]1 under SSB-PriA inh: -13.1

Continuation:
smiles	Anthrax LF prot	PfHsp40 rescue	TcdB GH inh	3CLpro inhibitor	Rv3671c protease	MazEF act	Y pestis TopoI	Vc quorum ag	SSB-PriA inh	VHR inh abs
CCCOc1cccc(-c2nn(-c3ccccc3)cc2/C=C(\C#N)C(=O)NCCCn2ccnc2)c1	1.3	45.2*	0.9	6.6	-7.0	-25.5	20.8	-0.8	10.0	16.9
Cc1n[nH]c(=O)c2c1nnn2Cc1ccccc1Cl	9.2	-0.7	0.5	-1.5	·	5.7	4.4	0.7	5.6	18.9
CCOc1ccccc1NC(=O)CSc1nnc(-c2ccccc2Cl)n1Cc1ccco1	-5.6	0.4	·	3.8	-4.6	2.9	24.4	0.9	3.3	-1.0
COc1ccccc1N(CC(=O)NC(C)(C)C)C(=O)CCC(=O)Nc1nccs1	-4.8	0.0	0.4	-1.8	-1.8	-1.1	-1.0	-0.5	5.2	8.1
CCOC(=O)C1=C(CCc2ccccc2)NC(=O)NC1c1ccc(Br)cc1 (centres undefined)	-3.8	-1.0	0.9	4.8	-9.3	2.9	12.1	i	14.2	20.5
COc1ccc(Cn2c(-c3ccc(Br)cc3)c[n+]3ccccc23)cc1	-1.6	1.7	2.2	-2.5	-2.8	13.1	9.3	0.0	-17.4	-0.3
CCc1ccccc1N1CN(Cc2ccco2)CNC1=S	0.5	2.5	1.5	4.7	-1.4	-1.4	-0.3	-1.0	-10.0	23.7
CSc1nnc2c3ccccc3c3ccccc3c2n1	4.6	1.0	·	0.1	·	-0.4	2.1	i	-3.4	16.4
COc1ccccc1CNC(=O)COc1ccc([N+](=O)[O-])cc1	3.6	0.0	1.2	2.6	6.5	-4.6	-2.8	-0.2	-8.1	12.5
Cc1nn(C)cc1NC(=O)CCSc1nc(-c2ccco2)cc(C(F)(F)F)n1	-2.8	-0.6	·	0.1	4.0	0.0	-3.2	0.4	0.4	-1.3
Cc1cccc(C)c1OCC(=O)NNC(=O)CNC(=O)c1ccc(OC(F)F)cc1	-2.2	-2.4	0.4	·	-10.4	4.6	-6.9	i	2.8	·
c1ccc2c(c1)CCN(Cc1nnnn1Cc1ccc3c(c1)OCO3)C2	-2.5	0.6	·	3.9	-5.7	-1.9	18.4	-0.3	-10.3	4.3
COc1cccc(NC2SC(=O)N(c3ccccc3)C2=O)c1 (centres undefined)	-2.9	-0.3	0.1	1.5	-0.6	5.8	1.6	-0.1	-3.4	12.1
COc1ccc(CC(=O)N(C)Cc2cccc(F)c2)cc1S(=O)(=O)N1CCOCC1	·	-1.2	3.1	·	4.3	4.1	-3.6	0.7	1.6	·
Cc1cccc(C)c1OCc1nnc2c3cnn(C)c3ncn12	?	-2.3	·	6.6	-3.8	2.2	2.3	-0.7	-8.0	-24.6
Cc1cc(C)c(-n2c(O)c(/C=N/NC(=O)c3ccncc3)c(=O)[nH]c2=O)c(C)c1	?	1.9	-3.8	1.8	-6.5	-36.4	-2.3	-0.3	·	17.2
Cc1cc(C)n(-c2ccc(C(=O)Nc3ccc(S(=O)(=O)N(C)C)cc3)cc2)n1	1.8	0.1	0.2	3.3	-9.8	0.1	9.3	-0.3	-1.4	-3.9
CCOC(=O)c1c(N2C(=O)Nc3cc(Cl)c(Cl)cc3N2O)sc2c1CCCCC2	0.0	8.9	·	6.7	-16.2	3.9	24.0	·	-4.7	32.9
Cn1c(SCC(=O)OC2CCCCC2)nnc1-c1ccc2c(c1)OCO2	1.7	-0.8	·	-7.8	-2.9	-2.1	8.2	-1.8	-95.8	-6.6
CCOC(=O)C(C)Oc1ccc2c(-c3cccc([N+](=O)[O-])c3)cc(=O)oc2c1 (centres undefined)	1.1	-0.5	·	-0.2	-3.5	5.3	-6.1	i	11.2	12.1
O=C(CNC(=O)c1ccc(Br)o1)NNC(=O)c1ccc(Cl)cc1	-9.5	-1.2	1.1	·	-7.7	-6.1	1.4	i	-9.5	·
CCOC(=O)c1cc(-c2ccccc2)sc1NC(=O)CSc1nncs1	-1.2	0.1	·	-2.5	-24.7	-3.9	24.4	-0.3	-5.8	40.4
COc1ccccc1CCc1nnc(CCC(=O)NCC[C@@H]2C[C@@H]3C=C[C@H]2C3)o1	0.7	0.2	-0.6	-0.5	0.3	-5.1	26.7	-4.5	-8.0	12.0
O=C(NCc1ccccc1)c1cccc(NC(=O)C2CC2)c1	-2.5	-0.5	1.1	·	·	0.6	0.8	i	-5.6	·
Cc1ccc([N+](=O)[O-])c2cccnc12	-2.3	-2.1	·	2.5	8.9	2.3	-4.6	i	-3.8	41.1
CCCCN1C(=N)C(CC)(CC)C(=O)NC1=O	0.9	0.4	0.4	-8.6	3.5	2.5	11.4	i	-2.6	7.8
CS(=O)(=O)Nc1cc2c3c(c1)CCC(=O)N3CCC2	-2.4	-1.4	-1.3	5.8	0.8	7.7	0.9	i	-14.5	-3.6
Cc1cc(NC(=O)CCC(=O)N(c2ccccc2)C(C(=O)NC2CCCC2)c2ccncc2)no1 (centres undefined)	0.8	0.0	·	0.2	-3.1	0.5	2.4	·	-16.1	13.9
O=C(Nc1nnc([C@@H]2C[C@H](O)[C@@H](CO)O2)s1)c1ccccc1Cl	-1.4	·	-0.2	·	·	·	-0.4	-0.7	·	·
COc1ccc(-c2nn(-c3ccccc3)cc2C(=O)N2CCN(S(=O)(=O)c3ccccc3C#N)CC2)cc1	?	0.3	0.8	·	-4.2	-2.7	14.6	-1.0	1.3	·
COc1cc(NC(=O)COc2ccc(Cl)cc2)ccc1NC(=O)C(C)C	-3.0	-0.8	1.1	-0.9	-6.5	5.9	10.1	i	-5.1	16.6
CN(C(=O)CSc1ccc2c(c1)OCCO2)c1ccccc1	-5.2	0.7	0.9	·	3.2	-5.7	3.3	-0.4	-4.1	·
Cc1cc(OC(=O)c2ccc(S(=O)(=O)N3CCCCC3)cc2)c([N+](=O)[O-])c(=O)[nH]1	-1.7	18.1	-0.3	-4.8	-0.7	-0.7	0.2	-4.2	-12.2	10.3
